# Screening data: PubChem, The Scripps Research Institute Molecular Screening Center
# M1 PAM – positive allosteric modulators of human M1 muscarinic receptor; P11229; CHO-K1 hM1, Fluo-8 calcium fluorescence, ACh EC20; 0% = ACh EC20, 100% = maximal ACh; activation, % at 3 µM; 360,000 tested, 0.088% active; AID 588819; in the data active = activation above about 19%, passing the limit was not always enough
# Target sequence (P11229 whole entry, looked up): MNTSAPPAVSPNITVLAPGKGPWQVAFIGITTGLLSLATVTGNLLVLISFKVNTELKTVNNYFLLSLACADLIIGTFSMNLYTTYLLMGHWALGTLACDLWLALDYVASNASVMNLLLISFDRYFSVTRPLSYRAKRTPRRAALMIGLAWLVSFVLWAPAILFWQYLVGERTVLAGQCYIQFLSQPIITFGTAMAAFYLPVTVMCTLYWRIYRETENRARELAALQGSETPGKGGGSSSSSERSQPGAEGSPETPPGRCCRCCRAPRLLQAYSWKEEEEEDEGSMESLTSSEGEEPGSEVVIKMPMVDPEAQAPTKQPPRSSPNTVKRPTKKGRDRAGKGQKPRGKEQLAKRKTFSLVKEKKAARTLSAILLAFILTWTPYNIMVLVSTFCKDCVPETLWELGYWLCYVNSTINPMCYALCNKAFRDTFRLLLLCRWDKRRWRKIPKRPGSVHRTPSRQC
# CHO-K1 Ca PAM – nonselective activator or artifact in parental CHO-K1 calcium assay; ATP EC20, Fluo-8 calcium fluorescence; 0% at ATP EC20, 100% at ATP max; activation, % at 3 µM; 360,000 tested, 0.02% active; AID 602247;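 active = activation above the run cutoff, the mean activation of all test compounds plus 3 SD, cut at about 40% in these data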;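 note: peak over basal fluorescence ratio in a 140 s read after ATP addition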
# TAAR1 agonist – human TAAR1 agonism; AID 624467; 360,000 tested, 0.99% active; activation, % at 3 µM; CHO RD-HGA16 TAAR1, Fluo-8 calcium fluorescence; vehicle wells 0%, saturating PEA agonist 100%; Q96RJ0;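 active = activation above the mean activation of all test compounds in the run plus 3 SD, cut at about 38% in these data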
# Target sequence (Q96RJ0 whole entry, looked up): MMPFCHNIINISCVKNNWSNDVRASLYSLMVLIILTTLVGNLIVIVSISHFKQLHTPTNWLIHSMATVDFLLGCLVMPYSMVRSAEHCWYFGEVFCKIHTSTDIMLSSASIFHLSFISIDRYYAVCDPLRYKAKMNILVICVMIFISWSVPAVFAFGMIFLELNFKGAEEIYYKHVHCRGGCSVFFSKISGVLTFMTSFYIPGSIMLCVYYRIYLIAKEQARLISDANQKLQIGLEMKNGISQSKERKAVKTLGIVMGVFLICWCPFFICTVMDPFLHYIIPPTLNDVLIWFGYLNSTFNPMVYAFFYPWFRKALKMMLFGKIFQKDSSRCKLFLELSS
#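 Benchmarks: low control DMSO, high control PEA (EC100); System: CHO RD-HGA16 cells carrying human TAAR1 plus Gα16; Detection: Fluo-8 fluorescence, 5 s baseline then 140 s kinetic read; Schedule: 17-24 h plating, Fluo-8 75 min 37 °C, 30 min RT; Read-out basis: % activation from peak over basal fluorescence ratio, DMSO-to-PEA scaled.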
# CHO parental Ca – counter-screen for OX1R antagonists: effect in parental CHO cells; parental CHO-K1, ATP-induced calcium, Fluo-8 fluorescence; inhibition, % at 5.6 µM; 330,000 tested, 0.63% active; AID 463079;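 active = inhibition above that plate's mean sample inhibition plus 3 SD, cut at about 26% in these data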;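 note: 0% = ATP-challenged DMSO wells and 100% = DMSO wells without ATP; some compounds past the cut are filed as inactive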
#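 Assay system – parental CHO cells · Reagent – ATP stimulus · Detection – intracellular calcium via Fluo-8 no-wash fluorescent dye · Evaluation – percent inhibition of ATP-evoked calcium rise, normalized to controls · Controls – ATP wells versus no-ATP DMSO wells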
# TAAR1 antag – human TAAR1 antagonism; Q96RJ0; CHO RD-HGA16 TAAR1, Fluo-8 calcium fluorescence, antagonist; inhibition, % at 3 µM; 360,000 tested, 1.5% active;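 active = inhibition above a per-plate cutoff, the mean inhibition of test compounds on that plate plus 3 SD, cut at about 49% in these data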;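 note: 0% = DMSO plus EC80 beta-PEA response and 100% = DMSO alone without agonist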
#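 test system = CHO RD-HGA16 cells bearing hTAAR1 | replication = singlicate | controls = DMSO-only wells and EC80 β-PEA-stimulated wells | reagent = EC80 β-phenethylamine stimulus | read-out basis = percent inhibition of PEA-evoked calcium signal, max/basal emission ratio | schedule = seeding 17-24 h prior, 75-min 37 °C, 30-min RT dye loading | signal = kinetic Fluo-8 calcium fluorescence measurement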
# CHRM1 antagonist – antagonists of human M1 muscarinic receptor | inhibition, % at 3 µM | CHO-K1 hM1, Fluo-8 calcium fluorescence, ACh EC80 antagonist | AID 588852 | 360,000 tested, 1.3% active;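 active = percent inhibition above its own plate's cutoff, namely the mean of that plate's compound wells plus 3 SD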;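 note: peak over basal fluorescence ratio during 140 s after agonist addition; 0% = ACh EC80 plus DMSO and 100% = DMSO alone without agonist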
# CHRM1 agonist – agonists of human M1 muscarinic receptor. CHO-K1 hM1, Fluo-8 calcium fluorescence, agonist mode; 0% DMSO, 100% acetylcholine EC100. activation, % at 3 µM. 360,000 tested, 0.33% active;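 active = activation above the run's mean compound activation plus 3 SD, cut at about 16% in these data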;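 note: peak over basal fluorescence ratio within a 140 s kinetic read after compound addition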
# CHO-K1 Ca antag – counter-screen for M1 antagonists: effect in parental CHO-K1 cells | ATP-induced calcium, Fluo-8 fluorescence | inhibition, % at 3 µM | 360,000 tested, 0.6% active;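 active = inhibition above a per-plate cutoff, the plate's mean sample inhibition plus 3 SD, cut at about 24% in these data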;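 note: 0% = DMSO plus EC80 ATP and 100% = DMSO alone without ATP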
# CHO-K1 Ca ag – M1 agonist counterscreen hit in parental CHO-K1 cells; Fluo-8 calcium fluorescence; scaled to maximal ATP response, vehicle zero; activation, % at 3 µM; 360,000 tested, 0.48% active; AID 602248; in the data active = activation above about 15%;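 note: untransfected CHO-K1 host cells lacking M1 receptor as counterscreen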
# * = called active by the depositor; x = no result given.
SMILES,M1 PAM,CHO-K1 Ca PAM,TAAR1 agonist,CHO parental Ca,TAAR1 antag,CHRM1 antagonist,CHRM1 agonist,CHO-K1 Ca antag,CHO-K1 Ca ag
O=C(NCCc1ccccc1)c1ccc2c(c1)OCCO2,3,10,1,-3,-18,-4,-2,11,0.3
CN(C(=O)CCc1ccccc1)c1nnc(-c2ccncc2)s1,2,-9,3,-11,8,5,-9,-1,0.6
COc1ccc(Oc2cc(Cl)nc(N)n2)cc1,8,5,8,-10,9,-6,-6,0,0.5
CCOC(=O)c1c(NC(=O)c2ccccc2Br)sc2c1CCc1ccccc1-2,-3,8,8,-27,2,8,-3,-2,0.1
COc1cccc(Cn2cnc(-c3ccccc3OC)c2C2CC2)c1,x,11,7,x,-28,x,x,-15,8.5
NC(=O)c1ccc(NC(=O)COC(=O)CCCN2C(=O)c3cccc4cccc(c34)C2=O)cc1,1,-5,10,-8,15,-1,-3,6,1.3
CCc1nc(-c2ccccc2)cc(=O)[nH]1,7,13,0,-2,1,-13,-1,-22,0.3
CN(C)c1ccc(/C=N/NC(=O)C(=O)/C=C2\NC3(CCCC3)Cc3ccccc32)cc1,26*,13,2,-19,27,-11,11,7,-0.2
S=C(NCc1ccccn1)Nc1ccc(Cl)cc1,4,7,3,-5,-6,-5,-3,9,0.8
NS(=O)(=O)c1ccc(N/N=C2/CCCCC2C2CCCCC2)c([N+](=O)[O-])c1 (stereo not drawn),-6,17,-2,-22,-39,5,-12,-5,-0.6
Cc1ccc(S(=O)(=O)NC(CC(C)C)C(=O)N2CCOCCOCCOCC2)cc1 (stereo not drawn),17,-3,2,-14,0,-14,5,-7,0.3
Cc1nn(C)cc1C(C(=O)NC1CCCCC1)N(CCc1ccccc1)C(=O)c1cnccn1 (stereo not drawn),10,13,2,-11,9,-8,-4,-21,0.3
COc1cccc(CC(=O)NC2CCCN(Cc3ccccc3F)C2)c1 (stereo not drawn),2,15,6,-14,-20,-13,-9,-4,-0.2
COc1ccc(C(=O)CSc2nc(=O)n3ccc(C)cc3n2)cc1,6,12,1,x,-2,-10,-6,-6,0.7
CC(C)(C)OC(=O)N1CCC(C(=O)NCC2CCCO2)CC1 (stereo not drawn),6,-27,-1,5,5,-7,-3,18,0.0
Cc1ccc(C2N(C)c3ccccc3-c3nc4ccccc4n32)o1 (stereo not drawn),6,19,4,-18,4,1,-4,-7,0.1
CC(OC(=O)c1ccc([N+](=O)[O-])cc1)C(=O)NCC1CCCCC1 (stereo not drawn),-2,-12,-2,-19,-4,0,-4,3,0.3
COCCC(=O)N1CCCC(C(=O)c2ccccc2SC)C1 (stereo not drawn),12,5,2,-16,-11,-18,0,-1,0.4
C[C@H](CCC(=O)NCC(=O)O)[C@H]1CC[C@H]2C3[C@H](O)C[C@@H]4C[C@H](O)CC[C@]4(C)[C@H]3C[C@H](O)[C@]12C (stereo partly drawn),2,13,0,-6,-7,-18,-2,-10,0.4
O=C(NC1CCS(=O)(=O)C1)c1ccccc1C(=O)c1ccccc1 (stereo not drawn),2,6,8,-1,10,2,-3,-4,0.1
Cc1csc(NC(=O)CCC(=O)N(CC(=O)NC2CCCCC2)c2ccccc2)n1,4,-6,7,-18,-3,-5,0,-16,2.5
Cc1ccc(OCCN2CCCCCC2)c(C)c1,10,15,2,-13,-14,-11,-5,-9,-0.3
CC1(C)CC(=O)C2=C(C1)NC(=S)C(C#N)C21CCCCC1 (stereo not drawn),4,21,2,-7,-30,-7,-5,-14,1.6
CN(C)C1=NCCN1CC1CCCCCC1,-1,7,4,-22,9,6,-10,-11,0.4
Cc1ccc(C(=O)/C=C/c2ccco2)c(O)c1,5,23,5,-10,5,2,-5,-9,0.2
# Other results:
SMILES,M1 PAM,CHO-K1 Ca PAM,TAAR1 agonist,CHO parental Ca,TAAR1 antag,CHRM1 antagonist,CHRM1 agonist,CHO-K1 Ca antag,CHO-K1 Ca ag
CCOc1cccc(C(=O)Nc2ccc(N(CC)CC)cc2)c1,10,10,11,-25,-17,-13,-3,-14,-0.2
CCOC(=O)N1CCN(C(=O)c2cn(CC)c3ccc(S(=O)(=O)N4CCCCC4)cc3c2=O)CC1,6,-10,-1,-11,3,-7,-1,-9,0.6
Oc1ccc(C[C@H]2CNC(=S)N2C[C@H]2CCCN2C[C@H](Cc2ccccc2)N2C[C@H](Cc3ccc(O)cc3)N(CC3CCCCCC3)C2=S)cc1,4,5,-1,x,-1,-3,-6,6,-0.2
Cc1ccccc1-c1cc2nc(NCc3ccccc3F)n(C)c(=O)c2s1,15,4,0,x,2,-19,-3,3,-0.1
CCOc1ccc(S(=O)(=O)N2CCCC(C(=O)N3CCOCC3)C2)cc1Cl (stereo not drawn),-1,-6,2,-11,1,1,-1,-10,5.4
Cc1ccc([C@@H]2CC(=O)[C@@H]3CN(S(=O)(=O)c4ccc(C)cc4)[C@H](c4cccc5ccccc45)C[C@@H]3N2S(=O)(=O)c2ccc(Cl)cc2)cc1,8,9,2,x,-4,-5,-2,-4,0.4
CC(C)(O)C#Cc1ccc(CN2CCN(C3CCCCC3)C(CCO)C2)cc1 (stereo not drawn),-27,-3,1,-13,16,25*,-11,10,4.3
O=C(Nc1ccc(OCCO)cc1)c1csc([C@H]2C[C@H](O)[C@@H](CO)O2)n1,-1,-14,0,x,-5,-3,-3,25*,-0.1
COc1ccc(NC2CCCN(Cc3cccc4cnccc34)C2)cc1OC (stereo not drawn),4,9,1,-20,8,-8,-2,2,0.7
CCOC(=O)C1CCCCN1Cc1cn(C)nc1-c1ccccc1F (stereo not drawn),10,11,-2,-11,3,-8,-3,-9,1.9
CN(C)C(=O)CNc1ccn2nc(-c3cccc(OCCN4CCOCC4)c3)cc2n1,5,19,3,x,-4,-9,-2,-2,0.7
Cc1c(Cl)cccc1NC(=O)C(=O)NNC(=O)c1ccccc1F,4,6,2,24*,-13,-4,0,-10,3.0
O=C(N/N=C/c1cccc(F)c1)c1ccc(Cl)cc1,6,10,7,-14,-6,-9,-6,-8,1.0
CC(C)CN(C(=O)COc1ccc2ccc(=O)oc2c1)C1CCS(=O)(=O)C1 (stereo not drawn),4,3,4,-7,-20,-6,-1,5,-0.4
CN(C)N(C)C(=O)C(O)(c1ccccc1)c1ccccc1,-16,17,2,-13,1,18,-8,3,4.5
Cc1ccc2nc(NC(=O)C3CCN(S(=O)(=O)c4ccc5c(c4)oc(=O)n5C)CC3)sc2c1,5,17,4,-4,-16,3,-4,-10,0.7
CN(C)/C=C/C(=O)c1cnc(-c2ccccc2Cl)s1,7,10,0,-21,5,-4,0,-6,1.0
S=c1[nH]nc(-c2cccnc2)n1/N=C/c1ccccc1,7,4,1,-6,-36,-12,-3,-10,0.4
CC1CN(C(=O)c2ccc(COc3ccc4ccccc4c3)o2)CC(C)O1 (stereo not drawn),2,13,1,-21,10,-8,-2,-17,2.4
Cc1cc(C)n(C(=O)CNC(=O)c2cccc(F)c2)n1,17,8,0,x,2,-7,3,-13,0.3
Nc1nnc(-c2ccc(Cl)c([N+](=O)[O-])c2)s1,3,19,-1,-7,16,5,-4,-16,1.1
O=C(CSc1nc2ccccc2[nH]1)N/N=C/C=C\c1ccccc1[N+](=O)[O-],-2,6,5,-26,35,2,-9,2,2.5
O=C(N/N=C/c1ccncc1)c1ccncc1,-3,7,0,x,3,10,-1,6,0.4
Cc1ccc(C(=O)OCC(=O)NCc2ccc3c(c2)OCO3)o1,5,24,0,-4,13,-13,-2,-14,-0.2
COc1ccccc1-c1cc(C(=O)N2CCN(c3ccccc3OC)CC2)no1,-3,24,x,-34,x,5,-9,-10,0.4

# Three compounds drawn at random from those above, as already listed:
SMILES,M1 PAM,CHO-K1 Ca PAM,TAAR1 agonist,CHO parental Ca,TAAR1 antag,CHRM1 antagonist,CHRM1 agonist,CHO-K1 Ca antag,CHO-K1 Ca ag
O=C(CSc1nc2ccccc2[nH]1)N/N=C/C=C\c1ccccc1[N+](=O)[O-],-2,6,5,-26,35,2,-9,2,2.5
CC1CN(C(=O)c2ccc(COc3ccc4ccccc4c3)o2)CC(C)O1 (stereo not drawn),2,13,1,-21,10,-8,-2,-17,2.4
Cc1cc(C)n(C(=O)CNC(=O)c2cccc(F)c2)n1,17,8,0,x,2,-7,3,-13,0.3

# Next section:
SMILES,M1 PAM,CHO-K1 Ca PAM,TAAR1 agonist,CHO parental Ca,TAAR1 antag,CHRM1 antagonist,CHRM1 agonist,CHO-K1 Ca antag,CHO-K1 Ca ag
CCOc1cc(CNCCc2ccc(S(N)(=O)=O)cc2)ccc1OCC(=O)NC1CCCCC1,-8,13,1,-14,0,-22,-4,-11,0.1
O=C(CN1C(=O)c2ccccc2S1(=O)=O)NCCC1=CCCCC1,-12,-3,5,-10,-3,15,0,3,0.4
COc1cc(C)c(Cl)cc1S(=O)(=O)N1CCSC1,13,14,7,x,7,-29,-4,-5,0.2
O=C(NCc1ccccc1)c1ccc(CS(=O)(=O)c2ccccc2)o1,7,-10,3,-22,-22,-1,0,-4,0.5
Cc1nc(Br)c(Br)n1Cc1ccccc1,1,-23,3,x,-21,-9,3,23,3.0
CCC(C)(NC(=O)c1ccccn1)C(=O)NC1CCCCC1 (stereo not drawn),2,5,3,4,-5,-27,-1,-2,0.5
Cc1c(C2=CCN(S(=O)(=O)c3ccc(Br)cc3)CC2)c2ccccc2n1C,2,4,7,-4,7,-1,-2,4,0.3
COc1ccc(C(=O)C2=NN(C(C)=O)CC2c2ccco2)cc1 (stereo not drawn),-2,-10,-1,4,-25,9,-5,-6,3.7
COc1ccc(OCc2cccc(C(=O)Nn3cc([N+](=O)[O-])cn3)c2)cc1,-3,-8,17,-3,19,-3,3,13,3.2
COC(=O)CCC(=O)OC1(C)C(=O)C=C2C=C(C3CC3)N(CCc3c[nH]c4ccccc34)C=C2C1=O (stereo not drawn),5,24,8,-3,12,-3,-12,-10,0.7
Cc1ccc(NNC(=O)c2c(F)cccc2Cl)cc1Cl,2,9,0,-18,-1,8,-4,-4,1.9
CCc1nnc(NC(=O)CSc2nnc(COc3ccc(C)cc3)n2-c2ccccc2)s1,11,14,1,-15,-16,-1,-1,-6,0.1
Cc1ccc(NC(=O)CN2C(=O)NC(C)(CCc3ccccc3)C2=O)cc1 (stereo not drawn),12,-2,1,-28,-18,-11,1,4,3.9
O=C(CN1C(=O)C2C3C=CC(C3)C2C1=O)NCc1ccc2c(c1)OCO2 (stereo not drawn),2,9,8,-13,1,4,-5,-2,-0.1
CN(Cc1ccon1)C(=O)CC1C(=O)NCCN1Cc1cccc(F)c1F (stereo not drawn),8,-19,2,14,-27,-12,0,3,0.3
COc1ccccc1-n1cnc2cc(C(=O)NC3CCCC3)ccc21,-1,1,22,-7,13,1,-5,-4,0.7
CC1=NN=C(c2ccccc2)C(c2c[nH]c3ccccc23)N1O (stereo not drawn),-1,16,3,-3,-28,-2,-2,-13,1.1
CC(C)=CC(=O)N1CC[C@@H](N2CCN(c3ccccc3F)CC2)[C@H](O)C1,7,14,1,-18,-3,-14,-10,-15,0.4
